Source: PubChem (Fisher Drug Discovery Resource Center)
mcGAS MS inh: blocks mouse cGAS cGAMP production. Q8C6L5. recombinant mouse cGAS, cGAMP by RapidFire MS. inhibition, % at 12.5 µM. 130,000 compounds, 0.18% hits. AID 1259397;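 active = inhibition of cGAS enzyme activity at or above 60%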;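 also: enzyme stimulated by 45 bp dsDNA with ATP and GTP substrates; cGAMP share of summed cGAMP plus half ATP and half GTP signals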
Target sequence (Q8C6L5 whole entry, looked up): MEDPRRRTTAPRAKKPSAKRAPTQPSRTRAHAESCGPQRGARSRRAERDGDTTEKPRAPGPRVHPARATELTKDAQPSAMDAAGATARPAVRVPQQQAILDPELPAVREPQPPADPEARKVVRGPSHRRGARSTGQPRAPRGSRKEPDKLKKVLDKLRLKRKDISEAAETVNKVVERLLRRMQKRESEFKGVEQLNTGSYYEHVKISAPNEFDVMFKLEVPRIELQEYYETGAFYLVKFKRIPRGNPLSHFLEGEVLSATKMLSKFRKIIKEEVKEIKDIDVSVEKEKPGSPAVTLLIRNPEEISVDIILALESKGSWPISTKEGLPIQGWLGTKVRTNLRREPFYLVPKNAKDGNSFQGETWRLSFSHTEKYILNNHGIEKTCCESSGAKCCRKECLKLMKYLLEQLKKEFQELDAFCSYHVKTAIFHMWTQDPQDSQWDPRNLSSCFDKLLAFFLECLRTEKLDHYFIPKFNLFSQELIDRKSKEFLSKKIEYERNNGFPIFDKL
Active calls of the source: *; & = joins results of further samples. Some of the compounds tested; count on the stated rates, not on these rows.

SMILES	mcGAS MS inh
CCN(CCC(F)(F)F)C(=O)CCc1ccc2c(c1)OCCCO2	-16
O=C(NCCn1ncccc1=O)c1ccccc1	-6
CCC(=O)Nc1cccc(C(=O)NCCc2cc(C)ccc2C)c1	-13
c1ccc(-c2nc(NCC3CC3)nc3ccsc23)cc1	8
CCc1csc(NC(=O)N2CCN(C(C)c3cccnc3)CC2)n1 (stereo not drawn)	-8
O=C(Nc1nnc(C2CC2)s1)C1Cc2ccccc2O1 (stereo not drawn)	-6
CN(C)/C=C1\C(=O)N(c2c(Cl)cccc2Cl)c2cc(C=C(C#N)C#N)ccc21	-13
CCN(CC)[P+](N(C)Cc1ccco1)(N(CC)CC)N(CC)CC	45
CC(=O)Nc1ccc(NC(=O)Cn2nc(-c3ccc(F)cc3)ccc2=O)cc1	-13
OC1CSC(O)CS1 (stereo not drawn)	-3
Cc1nn(C)c(C)c1C(C)NC(=O)N1CC=C(c2cccs2)CC1 (stereo not drawn)	1
CCCC(Br)C(=O)Nc1cc(C)on1 (stereo not drawn)	-7
CCCCCCCCCCCCCCCCCCn1c(=S)[nH]c2ccccc21	-2
O=C(NC(c1ccccn1)C1CCCC1)c1cnccn1 (stereo not drawn)	1
Clc1cccc2c1nc(-c1ccccc1)n1nnnc21	-21
Cc1cc(=O)[nH]c(-n2nc(C3CC3)cc2NC(=O)c2ccc(C(F)(F)F)cc2)n1	-5
CCC1CN(C(=O)NC2CCCc3c2cnn3Cc2ccccc2)CCO1 (stereo not drawn)	-12
COC(=O)C(C#N)c1nc2ccccc2nc1NCCCN1CCCCC1C (stereo not drawn)	7
CC1(C(=O)Nc2cnc3ccccc3c2)CCN1Cc1ccccc1Cl (stereo not drawn)	-4
Nc1nnc(SCC(=O)c2ccc3c(c2)CCC3)s1	3
COc1cccc(-c2ccc(NC(=O)C3CCCN(C4CCSCC4)C3)cc2)c1 (stereo not drawn)	-2
CC(=O)NC(C)(C#N)c1ccccc1 (stereo not drawn)	-20
CC(CC(C)(C)O)=NCc1ccccc1	-29
Fc1cc(F)c2c(c1)C1C=CCC1C(c1ccccn1)N2 (stereo not drawn)	6
O=C(Oc1ccc([N+](=O)[O-])cc1)N1CCCCC1	-11

Given field by field: part of the list above.
SMILES: CCC(=O)Nc1cccc(C(=O)NCCc2cc(C)ccc2C)c1
- mcGAS MS inh: -13
SMILES: c1ccc(-c2nc(NCC3CC3)nc3ccsc23)cc1
- mcGAS MS inh: 8
SMILES: CCc1csc(NC(=O)N2CCN(C(C)c3cccnc3)CC2)n1 (stereo not drawn)
- mcGAS MS inh: -8

Some values from the entries so far:
In mcGAS MS inh, CCc1csc(NC(=O)N2CCN(C(C)c3cccnc3)CC2)n1 (stereo not drawn) is listed with -8
In mcGAS MS inh, CC(=O)NC(C)(C#N)c1ccccc1 (stereo not drawn) is listed with -20

In another format: results already given.
CC(=O)Nc1ccc(NC(=O)Cn2nc(-c3ccc(F)cc3)ccc2=O)cc1
  mcGAS MS inh: -13
OC1CSC(O)CS1 (stereo not drawn)
  mcGAS MS inh: -3
Cc1nn(C)c(C)c1C(C)NC(=O)N1CC=C(c2cccs2)CC1 (stereo not drawn)
  mcGAS MS inh: 1
CCCC(Br)C(=O)Nc1cc(C)on1 (stereo not drawn)
  mcGAS MS inh: -7

(listing goes on)
SMILES	mcGAS MS inh
COc1cccc(-n2nnc3c(=O)n(Cc4cccc(C)c4)cnc32)c1	7
Cc1cccc(-c2n[nH]c(=S)n2-c2ccccc2C)c1	0
Cc1ccc(C2COCCN2C(=O)NC(C)Cc2ccsc2)o1 (stereo not drawn)	-14
O=C(CCc1ccc(=O)[nH]n1)N1CCCC(c2ccn[nH]2)C1 (stereo not drawn)	-6
Cc1cn2c3c(=O)n(Cc4ccccc4F)c(=O)n(C)c3nc2n1Cc1ccco1	-5
CCOc1cc(/C=C2\C(=N)N3N=CSC3=NC2=O)ccc1OC(=O)c1cccs1	-3
Cc1cc(Nc2ccccc2)nc(N2CCN(C(=O)CCC3CCCCC3)CC2)n1	-7
COc1ccc(Cl)cc1NC(=O)CNc1ccc2c(c1)OC(F)(F)O2	2
COC(C(=O)Nc1ccc(C#N)cc1Br)c1ccccc1 (stereo not drawn)	-11
Cc1nc(C2(NC(=O)c3cc4ccc(C(C)(C)C)cc4[nH]3)CCCCC2)no1	-8
O=C(CSc1ncnc2sccc12)Nc1ccnn1C1CCCC1	-8
COc1ccc(CN2CCN(Cc3cnn(C)c3)CC2CCO)c(C)c1C (stereo not drawn)	-2
O=C1NCCN(CC(c2ccccc2)c2ccccc2)C1CC(=O)N1CCCO1 (stereo not drawn)	-8
CCOCC1CCN(S(=O)(=O)c2sc3c(c2C(=O)O)CCNC3)CC1	-15
O=C1CN(C(=O)c2ccc(-c3ccccc3)cc2F)CCN1	-11
O=C(NCc1cccnc1-n1ccnc1)c1cc(-n2cccn2)ccc1Cl	-26
COc1cccc(C=C2SC(N3CCCCC3)=NC2=O)c1OC	-3
CC1(C)C(=O)NC(=O)C(C#N)C1c1ccccc1 (stereo not drawn)	-7
c1ccc(C2CN(c3ncnc4c3CCNC4)CCO2)cc1 (stereo not drawn)	-9
S=c1nn[nH]n1-c1cccc(Cl)c1	-3
Cc1nc2c(c(N(C)C)n1)CCN(S(=O)(=O)c1ccc(F)cc1C)C2	-9
OC[C@H]1CCN(Cc2ccccn2)C[C@H]1O	-15
CCn1c(C)cc(O)c(C(c2cccnc2)N2CCCCC2)c1=O (stereo not drawn)	-8
NC(=O)c1ccsc1NC(=O)COC(=O)C=Cc1cccs1	-4
CS(=O)(=O)c1nc(NC(=O)Cc2ccccc2C(F)(F)F)n[nH]1	15
CCCCN1C(c2ccco2)=NS(=O)(=O)c2cc(NC(=O)C3CCCC3)ccc21	-1
O=C(NCCc1cccs1)C(=O)NCc1cccc(F)c1	-15
CC(=O)NC(C(=O)Nc1ccc(C)cc1F)C1CCCC1 (stereo not drawn)	4
CC1Cc2nc(SCC(=O)NCC3CCCO3)n(Cc3ccccc3)c(=O)c2S1 (stereo not drawn)	-5
O=C(NCC1CCCN(Cc2cc3c(cc2Cl)OCO3)C1)c1cccs1 (stereo not drawn)	-1
CCOc1cc(N)c(Cl)cc1C(=O)NCC1CN(Cc2ccc(F)cc2)CCO1 (stereo not drawn)	9
Cn1cc(/C=C/C(=O)N(Cc2ccsc2)C(C)(C)C)cn1	-15
Cn1ncc2c(=O)[nH]c(CN3CCCC3c3ccc(O)cc3)nc21 (stereo not drawn)	-10
CC(=O)C(C)(C)C(C#N)C(=O)O (stereo not drawn)	2
NC(=O)C1CCN(c2ccc(S(=O)(=O)NCC3CC3)cn2)CC1	-10
COC(=O)c1ccc(S(=O)(=O)N(C)c2ccccc2C(=O)OC)cc1	3
Cc1[nH]cnc1CN(C)CC(C)N1CCOCC1 (stereo not drawn)	-3
Cc1nn(CCNC(=O)N(C)c2ccccc2)c(C)c1Cl	-4
COc1ccc(C2(c3nnc(-c4cccc(C)c4)o3)CCOCC2)cc1	-9
CN(Cc1ccc(-n2cccn2)cc1)Cc1ccc(CO)o1	-10
FC(F)(F)c1c(Cl)nnc2c1CCC2	0
COc1ncc(CN(C)Cc2nc3ccccc3n2C)cn1	-3
O=C(Cn1cnc2sccc2c1=O)NC1CCS(=O)(=O)C1 (stereo not drawn)	-11
CC1Oc2ccccc2N(CC(=O)Nc2ccc(N3CCCC3)cc2)C1=O (stereo not drawn)	-3
CC(=O)c1c(C)[nH]c(C(=O)OCC(=O)c2ccc(C)s2)c1C	-4
CC(C)c1cnc(NC(=O)CCc2ccccn2)s1	-5
Cc1c(Cl)cccc1-n1ccn(CN2CCOCC2)c1=S	1
O=C(CN(CCO)C1CCCCC1)Nc1c(Cl)cccc1Cl	-14
CN(C(=O)C1CC1c1ccc(F)c(F)c1)C1CCS(=O)CC1 (stereo not drawn)	-1
Cc1ccc(CNCc2nc3c(s2)CCCC3)s1	-4

Additional results follow.
SMILES	mcGAS MS inh
NC(=O)CSC1=NN2CCCC(=O)N=C2S1	-8
O=[N+]([O-])c1ccc(-c2ccc(SCc3cccnc3)nn2)cc1	-9
CN(C)Cc1ccccc1Cc1ccccc1	-5
CCOc1ccccc1C(=O)NCCn1c(C)cc2ccccc21	-7
N#Cc1ccc(/C=C/C(=O)Nc2ccccc2C(N)=O)cc1	2
Cc1ccc(N2C(=O)N(C(C)c3ccccc3Cl)C(=O)C2C)cc1 (stereo not drawn)	2
CC(C)c1nn(C)c(Cl)c1CNC1CCS(=O)(=O)C1 (stereo not drawn)	-5&-2
CSCCC(NS(=O)(=O)/C=C/c1ccccc1)C(=O)N(C)C (stereo not drawn)	-7
C[C@@H]1O[C@@H](O[C@H]2[C@H](Oc3cc(O)c4c(c3)O[C@H](c3ccc(O)cc3)CC4=O)O[C@H](CO)[C@@H](O)[C@@H]2O)[C@H](O)[C@H](O)[C@H]1O	0
CC1CCc2nc(NC(=O)C3CCN(c4ncccn4)CC3)sc2C1 (stereo not drawn)	-4
COc1cc(NC(=O)c2cn[nH]c2C(C)C)ccc1NC(=O)C(C)(C)C	-8
O=S(=O)(c1ccc(NC(=S)NCC2CCCO2)cc1)N1CCOCC1 (stereo not drawn)	-10
CC1CCCCC1NC(=O)COC(=O)c1cccnc1-n1cncn1 (stereo not drawn)	2
CC(=O)c1coc2c(Cl)c(Cl)c(O)cc12	20
CCOc1ccc(/C=N\n2c(C)csc2=Nc2ccc(C)cc2)c(O)c1	-5
Cc1cc2oc3c(c(=O)c2cc1Cl)C(c1ccncc1)N(c1nc(C)c(C)s1)C3=O (stereo not drawn)	-4
O=C(c1ccccc1C1CCNC1)N1CCCN(c2ncccn2)CC1 (stereo not drawn)	-6
N#Cc1ccc(Cl)cc1N=Cc1ccco1	29
CCNc1nc(C)c(C(=O)N2CCC(c3nn(C)c(=O)n3CC)CC2)s1	-14
COc1ccc(CCNC(=O)N2CCN(S(=O)(=O)c3ccccc3F)CC2)cc1OC	4
CC1CCCN(Cc2nc3c(c(=O)n(C)c(=O)n3C)n2CCCc2ccccc2)C1 (stereo not drawn)	-5
CN(C(=O)CSCC(=O)c1ccccc1)c1nccs1	-14
COC(=O)[C@]1(C)C[C@H](C(=O)N(C)Cc2ccon2)[C@H](c2ccccc2Cl)N1C	-11
Cc1cc(C(=O)N2CCCC3(CC2)CN(C)C(=O)O3)c2c(C)nn(C)c2n1 (stereo not drawn)	-33
CC(C)NS(=O)(=O)c1ccc(C(=O)N2CCC=C3OC(=O)C=C32)cc1	-5
N#Cc1cc([N+](=O)[O-])ccc1N1CCCC1	-4
C=CCSc1nc(-c2ccc(OC)cc2)cc(-c2ccc(OC)cc2)c1C#N	-6
CC(=O)Nc1ccc(NS(=O)(=O)c2cccc(F)c2)c(C(F)(F)F)c1	-11
COc1ccc(-c2cc(C(F)F)c(C#N)c(SCC(C)=O)n2)cc1OC	-8
COc1ccc(C2(C(=O)N3CCCC(O)(CO)C3)CC2)cc1 (stereo not drawn)	-37
CC1(C)CC(N2CCCCC2)=CC(=NCCCN2CCCCC2)C1	6
COCC1(C(=O)N2CCC(C(O)c3cccs3)CC2)CCC1 (stereo not drawn)	4
COCc1nc(-c2ccc(S(N)(=O)=O)cc2)cs1	13
S=c1oc(-c2ccco2)nn1CN1CCOCC1	-3
C=CCc1ccccc1OCCN(C)C(=O)c1cnccc1C	-22
O=C(c1coc(CN2CCN(C/C=C/c3ccccc3)CC2)n1)N1CCSCC1	-6
O=C(O)CC(NC(=O)c1ccc(-c2ccc(F)cc2)o1)C(=O)O (stereo not drawn)	-18
COc1ccc(CN=C2NN=C(c3ccc(Cl)cc3Cl)CS2)cc1	-5
Cc1cnc(C(=O)N2CCN(C(=O)c3cccc(Cl)c3Cl)CC2)cn1	1
OCCCNCc1cccc2ccccc12	6
NC(=O)c1csc(N2CCC(CO)(CC3CCCCO3)CC2)n1 (stereo not drawn)	-11
Cc1nnn(C23CC4CC(CC(NC(=O)[C@H](N)CC(C)C)(C4)C2)C3)n1	-15
COC(=O)c1cc(S(=O)(=O)NC2CCCCC2)cn1C	-2
CCCC(C)NC(=O)C1CCCNC1 (stereo not drawn)	1
O=c1oc2ccc(Cl)cc2cc1-c1nnc(Nc2cccc(C(F)(F)F)c2)s1	-12
O=C(Cc1ccccc1)Nc1ccnn1C1CCN(CC2CCCCC2)CC1	-2
CC(C)(C)c1ccc(NC(=O)Cn2c3c(sc2=O)CCCC3)cc1	-18
COc1cccc(CSc2nnc(NC(=O)c3ccc(Cl)cc3Cl)s2)c1	-1
CCN(CCCNC(=O)c1ccc2c(=O)n(-c3ccccc3)c(=O)[nH]c2c1)c1ccccc1	-2
CCn1nnc2c(=O)n(CC(=O)NC)cnc21	-1

Going on with the list:
SMILES	mcGAS MS inh
O=[N+]([O-])c1nc(-c2ccccc2)n[nH]1	13
O=C(C1CC(=O)N(C2CCCC2)C1)N1CCN(S(=O)(=O)c2cccs2)CC1 (stereo not drawn)	-11
N#Cc1cc2cc([N+](=O)[O-])ccc2n2c1nc1ccccc12	-3
NS(=O)(=O)Cc1ccc(NS(=O)(=O)c2cccc(Br)c2)cc1	8
Cc1ccc2nc(=O)c3cc(F)c(F)c(F)c3n2c1	-25
COc1ccc2cc(C3CN(S(=O)(=O)c4cn(C)c(C)n4)CCO3)ccc2c1 (stereo not drawn)	0
COc1ccc(CC(=O)N2CCOC(COc3ccc(Cl)c(C)c3)C2)cc1F (stereo not drawn)	-4
COc1ccc(NS(=O)(=O)c2ccc3c(c2)OCCO3)cc1S(=O)(=O)N1CCCCC1	-18
O=C(NCCCC1CCCCC1O)C1CC1c1ccc(F)cc1 (stereo not drawn)	-7
